FBPA Giardia inh = blocks Giardia fructose-bisphosphate aldolase activity; purified Giardia FBPA; Potency, µM (doses to about 59.6 µM), without a hit: at the top dose activity, negative = inhibition, most hits filed as inhibitors; hit rate 0.71% among 290,000; AID 2451; note: potency is the fitted concentration of half-maximal effect; nearly all actives have a fitted effect of over 55% in size
Target sequence (A8B2U2 whole entry, looked up): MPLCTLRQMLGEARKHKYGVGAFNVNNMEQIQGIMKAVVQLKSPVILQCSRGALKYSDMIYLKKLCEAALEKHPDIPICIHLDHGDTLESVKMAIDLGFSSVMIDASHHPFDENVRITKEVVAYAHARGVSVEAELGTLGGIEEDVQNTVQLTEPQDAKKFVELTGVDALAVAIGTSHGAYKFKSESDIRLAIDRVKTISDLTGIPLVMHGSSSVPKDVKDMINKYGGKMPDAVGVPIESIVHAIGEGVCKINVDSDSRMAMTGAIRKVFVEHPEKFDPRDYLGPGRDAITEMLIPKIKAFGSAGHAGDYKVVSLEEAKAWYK
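Giardia FBPA (40 nM reagent) was preincubated 10 min at RT with compound (up to 57.5 uM final), then substrate plus GAPDH/TPI/NAD/arsenate coupling system with diaphorase/resazurin was added; resorufin fluorescence (525/598 nm) was read after 20 min.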
HCMV inh = human cytomegalovirus inhibition; HFF cells, HCMV-luciferase reporter, 72 h; stronger effect = lower value; activity change, negative = inhibition, % at 57.5 µM; hit rate 4.5% among 410,000; in the data active = activity change below about -60%; inconclusive = no clear call, values can overlap the other calls; inactive = above about -39%
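Inhibition of viral replication was scored as loss of reporter luminescence in HFFs infected with HCMV-luciferase (MOI 1 PFU/cell) for 72 h; compounds tested at 2 doses, normalized to buffer and Salinomycin controls.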
Sm TGR inh = inhibitors of Schistosoma mansoni thioredoxin glutathione reductase; Q962Y6; purified TGR, DTNB reduction, TNB absorbance 405 nm; Potency, µM (titrated, usually from 114 µM), without a hit: top-dose activity change, negative = inhibition, hits mostly inhibitors; hit rate 3% among 360,000; AID 485364; note: potency is the fitted concentration of half-maximal effect; nearly all actives have a fitted effect of over 60% in size
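First, TGR (20 nM dispensed) and NADPH were mixed with compound. Second, a 15 min room-temperature incubation followed. Third, further NADPH and then DTNB were added to start the reaction. Finally, TNB absorbance was monitored kinetically.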
AMA1-RON2 inh = AMA1-RON2 (P. falciparum) interaction inhibition. AID 720542. AlphaScreen AMA1-biotinylated RON2 peptide binding. Potency, µM (titrated, usually from 58.2 µM), without a hit: at the highest dose activity change, negative = inhibition, hits mostly inhibitors. hit rate 0.2% among 360,000;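 note: potency is the fitted concentration of half-maximal effect; 0% = vehicle wells and -100% = peptide control; nearly all actives have a fitted effect of over 45% in size; some results filed as inactive show a strong effect at the top dose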
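AMA1 (3D7) with his tag at 25 nM final met compounds first, then biotinylated RON2 peptide at 25 nM; detection used donor plus acceptor beads, 10 µg/mL apiece, read by AlphaScreen after 30 min at room temperature.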
HCV inh = HCV inhibition | Potency, µM (doses to about 41.8 µM), without a hit: top-dose activity change, negative = inhibition, usual class: inhibitors | AID 651820 | Huh7.5.1 HCVcc-Cre infection, luciferase reporter, 44 h | hit rate 3.4% among 340,000; note: potency is the fitted concentration of half-maximal effect
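1,000 cells/well; 4 h culture; + compound; + HCVcc-Cre (~0.5 moi); 44 h; luciferase substrate, RT 15 min; read 15 sec.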
AmpC inh detg = inhibitors of E. coli AmpC beta-lactamase with detergent; AmpC hydrolysis of nitrocefin, absorbance 480 nm, 0.01% Triton; hit rate 0.041% among 370,000; P00811; AID 485294; Potency, µM (series often up to 114 µM), inactives show top-dose activity change, negative = inhibition, hits mostly inhibitors;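 note: potency is the fitted concentration of half-maximal effect; 0% = no-compound wells and -100% = no-enzyme wells; nearly all actives have a fitted effect of over 25% in size; some results filed as inactive show a strong effect at the top dose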
Target sequence (P00811 whole entry, looked up): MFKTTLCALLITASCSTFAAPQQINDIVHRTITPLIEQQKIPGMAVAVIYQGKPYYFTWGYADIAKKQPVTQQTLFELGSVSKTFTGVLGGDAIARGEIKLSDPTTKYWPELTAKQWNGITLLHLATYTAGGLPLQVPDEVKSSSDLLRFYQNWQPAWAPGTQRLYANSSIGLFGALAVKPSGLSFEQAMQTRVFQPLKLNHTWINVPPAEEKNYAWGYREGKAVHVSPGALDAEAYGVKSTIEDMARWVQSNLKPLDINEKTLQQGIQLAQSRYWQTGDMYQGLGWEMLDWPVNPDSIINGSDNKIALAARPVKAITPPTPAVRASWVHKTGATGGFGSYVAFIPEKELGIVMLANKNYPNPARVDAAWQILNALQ
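20 mM phosphate pH 7.0 + 0.01% (detergent screen) or 0.0001% Triton X-100; 5.3 nM AmpC reagent; cpd preinc 15 min RT; nitrocefin (800 uM stock) to start; A480 q20 s × 4 min; Activity was normalised to no-enzyme and no-compound control wells.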
Active calls of the source: *; u = inconclusive; x = no result given; & = joins results of further samples; [ ] = another dose, or the depositor's remark. Unless noted, calls come from the whole dose curve; as a rule, active = well fitted curve in the direction sought with a large enough effect; inconclusive = small, poorly fitted or top-dose-only effect, or another doubt; inactive = no such curve, though single readings can be large; an effect the other way counts as inactive or inconclusive. Unless noted, % is set by controls: 0 for no effect and ±100 for the full control effect.

Screens in order: FBPA Giardia inh	HCMV inh	Sm TGR inh	AMA1-RON2 inh	HCV inh	AmpC inh detg
CC(C)Oc1ccccc1C1C=C(C(=O)O)Nc2ncnn21 (stereo not given)
→ x	7	-8%	x	x	-3%
O=C(O)Cc1ccc(NCc2ccccc2Cl)cc1
→ 29%	-17	u	-5%	-10%	-12%
COc1ccc(OCC(=O)N2CCN(C(=O)c3cccc(F)c3)CC2)cc1
→ 4%	20	2%	0%	-2%	-1%
CCOC(=O)Cc1csc(NC(=S)NC(=O)c2cc(OC)cc(OC)c2)n1
→ -20%	-1	-9%	68%[activator]	-26%	0%
COC(=O)c1ccc(Cn2cc(Cl)cn2)cc1
→ 2%	-18	0%	-1%	-1%	u
COc1cc(C(c2oc(CO)cc(=O)c2O)c2oc(CO)cc(=O)c2O)cc(OC)c1OC
→ -20%	-17	-26%	14%	20%	-6%
CC(=O)c1cccc(NC(=O)c2cc3nc(-c4ccc(Br)cc4)cc(C(F)(F)F)n3n2)c1
→ x	-5	6%	x	x	5%
Cc1ccc(C(NC(=O)Cc2cccs2)C(=O)Nc2ccc(C(C)C)cc2)cc1 (stereo not given)
→ x	9	5%	x	x	4%
CC(C)Cc1cc(C(=O)O)n[nH]1
→ -9%	8	5%	3%	12%	-8%
CCN1CCC(NC(=O)Nc2ccc(F)cc2F)CC1
→ 0%	6	-7%	-13%	16%	-6%
CC(C)CC(=O)Nc1ccc(C(=O)NNC(=O)C(c2ccccc2)c2ccccc2)cc1
→ 7%	-32	-15%	63%[activator]	-29%	-1%
CC1=C(C(=O)Nc2cc(C)ccn2)C(c2cnn(C)c2)C2=C(CC(c3ccccc3)CC2=O)N1 (stereo not given)
→ 1%	1	2%	7%	-5%	0%
CCOC(=O)C1(C)C=C(Nc2cccc(C(=O)O)c2)C(=O)N1c1cccc(C(=O)O)c1 (stereo not given)
→ x	0	-20%	x	x	12%
Cc1ccc(/C=C/C(=O)Nc2ccc(O)c3c(=O)cc(-c4ccccc4Cl)oc23)cc1
→ 5%&-1%	-2	3%	9%	u	-7%
CCNC(=O)NC(=O)CSc1ccc(S(=O)(=O)N2CCOCC2)cn1
→ x	-5	x	-1%	9%	x

Four entries picked at random from those above:
Screens in order: FBPA Giardia inh	HCMV inh	Sm TGR inh	AMA1-RON2 inh	HCV inh	AmpC inh detg
Cc1ccc(/C=C/C(=O)Nc2ccc(O)c3c(=O)cc(-c4ccccc4Cl)oc23)cc1
→ 5%&-1%	-2	3%	9%	u	-7%
CCN1CCC(NC(=O)Nc2ccc(F)cc2F)CC1
→ 0%	6	-7%	-13%	16%	-6%
CC(=O)c1cccc(NC(=O)c2cc3nc(-c4ccc(Br)cc4)cc(C(F)(F)F)n3n2)c1
→ x	-5	6%	x	x	5%
CC(C)CC(=O)Nc1ccc(C(=O)NNC(=O)C(c2ccccc2)c2ccccc2)cc1
→ 7%	-32	-15%	63%[activator]	-29%	-1%

Next section:
Screens in order: FBPA Giardia inh	HCMV inh	Sm TGR inh	AMA1-RON2 inh	HCV inh	AmpC inh detg
CC(C)C[C@H](NC(=O)c1[nH]cnc1C(=O)N[C@@H](C)c1ccccc1)C(=O)OCc1ccccc1
→ u	x	12%	122%[activator]	u	-4%
O=C(CCCN1C(=O)c2cccc3cccc(c23)C1=O)Nc1nccs1
→ 0%	-36	-1%	11%	5%	-1%
Cc1cc(CO)nn1-c1ccc([N+](=O)[O-])cc1
→ 3%	17	-2%	-2%	2%	8%
COc1cc(-c2ccc(=O)[nH]n2)ccc1OC(F)F
→ -3%	32	4%	-4%	12%	-7%
CC[C@@H]1C=C(C(=O)O)[C@H](c2ccc(Cl)cc2)N1S(=O)(=O)c1ccc(C)cc1
→ x	11	x	-3%	u	x
N#C/C(=C\c1cccnc1)c1nc2ccccc2[nH]1
→ -9%	50	2%	61%[activator]	-10%	11%
COc1ccc(C(=O)CN(Cc2ccccc2)C2=NCCS2)cc1
→ 4%	-30	2%	8%	-23%	1%
O=C(Cc1coc(-c2ccc(F)cc2)n1)NC1CCCCC1
→ 0%	-5	-14%	-1%	-16%	4%
CCCC1(CCC)C(=O)NC(=Nc2ccc(C)cc2)NC1=O
→ 2%	-34	18%	x	x	-4%
CCOCCCNC(=O)C(Cc1ccccc1)NS(=O)(=O)c1ccc2c(c1)c(=O)n(C)c(=O)n2C (stereo not given)
→ 14%	1&6	-8%&0%	23%	0%	0%&4%
N#Cc1cccc(NC(=O)CC2CCCC2)c1
→ -9%	-23	4%	-15%	-7%	6%
O=C(Nc1cccc(-c2ccc(N3CCOCC3)nn2)c1)c1ccccc1Cl
→ x	33	-2%	-5%	15%	u
COCCN1C(=O)N[C@H](c2cccc(C(F)(F)F)c2)C(C(=O)OC)=C1C
→ 0%&3%	x	-15%	x	2%[8.37 µM]	u
CC(CC(=O)Nc1ccc(-c2ccno2)cc1)n1cccn1 (stereo not given)
→ 15%	8	-13%	4%	-3%	-7%
C[n+]1nc(Nc2ccccc2)sc1-c1ccc(O)cc1
→ 5%	-10	-6%	2%	-14%	-15%
Nc1nc(CCOc2ccc(F)cc2)cs1
→ 0%	13	4%	-20%	-14%	1%
OC1CCN(Cc2cccc3ccccc23)CC1
→ u	-4	-2%	-21%	23%	5%
O=C(NCc1ccc(Cl)cc1)C1CCN(S(=O)(=O)c2ccc3c(c2)CCCN3C(=O)C2CCC2)CC1
→ x	-25	0%	x	x	2%
O=C(O)CCC(=O)Nc1ccccc1C(=O)NC1CCCCC1
→ 8%	12	-14%	12%	14%	u
CCOC(=O)CC1C(=O)NCCN1S(=O)(=O)c1ccccc1 (stereo not given)
→ -6%	-33	x	-3%	10%	0%
Cc1nn2c(C)c(C(=O)Nc3ccccc3)cnc2c1C#N
→ -1%	18	-12%	-3%	u	1%
COc1ccc(/C=N/NC(=O)c2cccc(NC(C)=O)c2)c(C(=O)O)c1OC
→ -1%	-13	13%	5%	12%	-1%
COc1cc(CN2CCC(n3nccc3NC(=O)CCCc3ccccc3)CC2)ccc1O
→ -1%	2	45µM*	-1%	-21%	-10%
O=C(CCSc1nc(-c2ccco2)cc(C(F)(F)F)n1)N1CCN(c2ccccc2)CC1
→ -3%	2	-15%	-13%	u	u
CC1(C)Cc2c(sc3nc4n(-c5ccccc5)cnn4c(=O)c23)CO1
→ 2%	12	-1%	12%	-3%	1%
Cc1cc(Nc2ccccc2)n(CCC#N)n1
→ -2%	-17	1%	-7%	4%	4%
Cc1cc2c(cc1S(=O)(=O)N1CCN(c3ccccc3F)CC1)OCC(=O)N2
→ 5%	-20	-25%	11%	30%[activator]	1%
COc1ccc(NC(=O)c2c(C)nn(Cc3ccccc3)c2Cl)cc1S(=O)(=O)N1CCOCC1
→ 3%	-72*	0%	4%	u	1%
COCCNC(=S)Nc1ccc2[nH]c(=O)[nH]c2c1
→ u	-22	-25%	2%	3%	0%
OCC(O)CSc1nc(-c2ccccc2)nc2c1CCC2 (stereo not given)
→ -16%	-12	1%	-12%	u	-13%
O=C(COc1ccc(-c2ccccc2)cc1)N/N=C/c1cc(O)ccc1Br
→ -3%	-61*	-5%	7%	-15%	-12%
CC1CC(C)CN(Cc2nc3c(c(=O)n(C)c(=O)n3C)n2CCN2CCOCC2)C1 (stereo not given)
→ -2%	-15	4%	28%	u	u
Cc1cccc(Cn2c(N3CCN(C)CC3)nc3c2c(=O)n(C)c(=O)n3C)c1
→ 1%	15	-15%	4%	10%	-2%
C/C(=N\Nc1ccc(C#N)cc1[N+](=O)[O-])c1ccc(O)cc1
→ 6%	-36	16%	-10%	-18%	1%
O=C(C1CC(=O)N(c2ccc(Cl)cc2)C1)N1CCN(Cc2ccc3c(c2)OCO3)CC1 (stereo not given)
→ x	-35	-9%	-26%	u	1%
Cc1c(C(=O)O)[nH]c2c1C(=O)CC(c1ccc(Cl)cc1)C2 (stereo not given)
→ u	u	1%	0%	11%	-21%
O=C(COc1ccc(Cl)cc1Cl)NC(=S)Nc1ccc(CN2CCOCC2)cc1
→ -24%	-2	-30%	27%	10%	6%
COc1ccc(C(=O)N2CCN=C2SC)cc1
→ -1%	56	-3%	7%	-8%	-8%
COc1ccc(Br)cc1C1CC(=O)Nc2c1c(C)nn2-c1nc(C)cc(C)n1 (stereo not given)
→ x	-4	-1%	x	x	-4%
COc1cccc(CNC(=O)CN(C)S(=O)(=O)c2ccc3c(c2)c(=O)n(C)c(=O)n3C)c1
→ 4%	-12&-19	7%&3%	38%[activator]	2%	14%
O=C(NCc1ccc2c(c1)OCO2)C1CCCN1C(=O)Nc1ccccc1 (stereo not given)
→ 1%	-40	0%	-2%	-3%	1%
COc1ccc(CCC(=O)Nc2nc3ccccc3[nH]2)cc1OC
→ -3%	-12	0%	-2%	7%	u
CCOC(=O)C1(C)NC(c2cccc(C)c2)C2C(=O)N(c3ccccc3)C(=O)C21 (stereo not given)
→ 4%	6	2%	7%	8%	2%
CC1(c2ccc(Cl)cc2Cl)NC(=O)N(CC(=O)NC2CCCCC2)C1=O (stereo not given)
→ x	-1	-12%	1%	u	-5%
Cc1ccc(Cn2ncc3c(N4CCN(C5CCCC5)CC4)ncnc32)cc1
→ 0%	u	5%	-16%	-10%	4%
COP(=O)(OC)c1nc(-c2cccc3ccccc23)oc1NCc1ccccc1
→ -7%	-13	7%	-11%	3%	-10%
COc1cc(C(=O)Nc2nonc2-c2ccc(Cl)cc2)cc(OC)c1OC
→ x	-27	-1%	x	x	3%
O=C(COc1ccc(Cl)cc1Cl)N/N=C/CCc1ccccc1
→ -5%	u	4%	43%[activator]	17%	-3%
OC(CNCc1ccncc1)c1ccccc1 (stereo not given)
→ -22%	12	-9%	1%	24%	u
COc1ccc(NC(=O)Nc2nnc(N(C)C3CCCCC3)s2)c(OC)c1
→ x	-7	0%	x	x	-2%
COC(=O)C1=C(C)NC(=O)C1(NC(=O)c1ccc(Cl)cc1)C(F)(F)F (stereo not given)
→ x	-1	9%	x	x	-3%
CCOc1ccc(S(=O)(=O)N(CC(=O)Nc2cccnc2)c2ccc(F)cc2)cc1
→ 9%	-26	7%	-4%	u	u
COc1ccc(O)c(C(=O)c2cnn(-c3ccccc3)c2)c1
→ -8%	-1	u	-7%	u	-5%
Cc1ccc(C(=O)N/C(=C/c2cccs2)C(=O)NCCCn2ccnc2)cc1
→ 7%	-28	0%	9%	7%	-2%
CCc1nc2nc(C)c(NS(=O)(=O)c3ccc(Cl)s3)c(=O)n2[nH]1
→ -22%	-20	-2%	0%	-6%	-4%
COc1ccc(-c2nc(CN3CCC(C(=O)N4CCOCC4)CC3)c(C)o2)c(OC)c1
→ x	29	u	4%	17%	-8%
O=C1c2cccc3cccc(c23)C(=O)N1OS(=O)(=O)c1ccc(Br)cc1
→ 4%	13	0%	9%	-6%	u
COc1ccc(Cl)cc1NC(=O)CN(C)CC(=O)Nc1c(C)n(C)n(-c2ccccc2)c1=O
→ x	0	-11%	92%[activator]	3.5µM*	-9%
COCCNC(=O)Cn1cc(C=C2C(=O)NC(=O)NC2=O)c2ccccc21
→ -10%	122	-33%	2%	29%	-13%
Cc1cc(C)c2c(c1)cc(C)c1nnc(SCC(=O)Nc3ccccc3N3CCOCC3)n12
→ -6%	-32	-4%	-6%	0%	u

Screening results deposited in PubChem by National Center for Advancing Translational Sciences (NCATS).
